RXFP1 antagonist: qHTS Assay for Antagonists of the Relaxin Receptor RXFP1 | HEK293-RXFP1, relaxin-stimulated cAMP HTRF, 30 min; active compounds read low | activity change, negative = inhibition, % at 57.5 µM | AID 1259400, 2018 | 0.59% of 350,000 active | Relaxin receptor 1 (Homo sapiens), Q9HBX9;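 active = activity change of -60% or lower, but not beyond a set lower limit; inconclusive = change between -60% and -40%, or beyond the set limit; inactive = change above -40%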
Target sequence (Q9HBX9 whole entry, looked up): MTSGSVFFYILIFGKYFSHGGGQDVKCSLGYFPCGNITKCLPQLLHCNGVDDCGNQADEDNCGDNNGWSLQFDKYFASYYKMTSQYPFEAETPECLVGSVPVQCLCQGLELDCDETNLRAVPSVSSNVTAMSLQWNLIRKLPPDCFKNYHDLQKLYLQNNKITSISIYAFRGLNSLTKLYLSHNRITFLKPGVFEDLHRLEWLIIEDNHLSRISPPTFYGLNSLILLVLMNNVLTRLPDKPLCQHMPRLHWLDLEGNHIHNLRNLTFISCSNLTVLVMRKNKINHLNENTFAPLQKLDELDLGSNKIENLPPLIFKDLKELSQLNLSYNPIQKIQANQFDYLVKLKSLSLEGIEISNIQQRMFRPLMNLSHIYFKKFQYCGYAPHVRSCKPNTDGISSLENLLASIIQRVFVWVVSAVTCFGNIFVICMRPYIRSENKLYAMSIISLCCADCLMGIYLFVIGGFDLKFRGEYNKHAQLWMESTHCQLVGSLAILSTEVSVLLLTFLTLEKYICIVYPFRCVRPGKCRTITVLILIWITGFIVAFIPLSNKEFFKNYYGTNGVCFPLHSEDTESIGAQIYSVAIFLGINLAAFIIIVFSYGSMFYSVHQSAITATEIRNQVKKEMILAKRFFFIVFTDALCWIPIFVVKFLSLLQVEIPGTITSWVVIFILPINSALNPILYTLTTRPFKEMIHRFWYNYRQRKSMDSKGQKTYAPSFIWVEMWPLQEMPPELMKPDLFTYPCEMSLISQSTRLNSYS
Starred values were filed as active, the others as inactive; ? = inconclusive. % is set by controls: 0 for no effect and ±100 for the full control effect. An excerpt; the hit share may differ from the screen's.

| molecule | RXFP1 antagonist |
| --- | --- |
| Cc1ccccc1OCCC(=O)OCC(=O)c1c(N)n(CC(C)C)c(=O)n(C)c1=O | -10 |
| CCNc1ncnc2c1cnn2C1CCCO1 (stereo not drawn) | 8 |
| CCCCCC(=O)N1C[C@H](O)[C@@H](n2cc(-c3ccc(F)cc3)nn2)C[C@@H]1c1ccc(C)cc1 | 4 |
| Cc1ccc(NC(=O)COC(=O)CCc2c[nH]c3ccccc23)cc1 | 9 |
| COc1ccc(N2CCN(C(=O)c3ccc(CS(=O)c4cccc(Cl)c4)o3)CC2)cc1 (stereo not drawn) | -5 |
| O=C(NCCO)/C(=C\c1cccc([N+](=O)[O-])c1)NC(=O)c1cccs1 | 4 |
| COc1ccc2nc(NN=C(C)c3ccccn3)cc(C)c2c1 | -1 |
| Cn1cc(C(=O)[C@@H]2CCc3nc[nH]c3C2)c2ccccc21 | 6 |
| CC1COCC(C)N1C1=C(Cl)C(=O)c2ccccc2C1=O (stereo not drawn) | -4 |
| CCCCCC1C(C(=O)OCC)C(=O)NC1(C(=O)OCC)C(=O)OCC (stereo not drawn) | -11 |
| CCN1C(=O)[C@H]2[C@@H](c3ccc(C)cc3)N[C@]3(CCCN(Cc4cccn4C)C3=O)[C@H]2C1=O | 5 |
| O=C(O)C(Cc1cccs1)c1cccs1 (stereo not drawn) | -10 |
| COc1ccc(-c2ccc3[nH]c4c(c3c2)CCN2C[C@H]3[C@H](C)ON(C)[C@H]3C[C@@H]42)cc1 | 1 |
| CC(=O)OC[C@H]1O[C@@H](OC(C)=O)[C@H](OC(C)=O)[C@@H]1OC(C)=O | 13 |
| CCCc1cc(C(=O)OCC(=O)NCCc2ccccc2)sc1C | 2 |
| CC(=O)Nc1ccc(S(=O)(=O)NCC2CCCO2)cc1 (stereo not drawn) | -20 |
| O=C(CSc1n[nH]c(=O)n1C1CC1)Nc1ccc(F)c(Cl)c1 | -78* |
| O=C(NCc1nnnn1-c1ccc(F)cc1)c1cc2ccccc2o1 | 2 |
| Cc1ccc(S(=O)(=O)CCC(=O)OCc2nnc(-c3ccc([N+](=O)[O-])cc3)o2)cc1 | -15 |
| Cc1ccnc2nc(C(=O)OCC(=O)N(Cc3ccccc3)C(C)C)nn12 | 2 |
| Cn1nnnc1SCC(=O)Nc1ncc(C(F)(F)F)cc1Cl | -19 |
| C=C(C)c1cccc(C(C)(C)NC(=O)N2CCN(c3ncccn3)CC2)c1 | -4 |
| C=CCn1c(SCC(=O)N(CC)C2CCS(=O)(=O)C2)nc2scc(-c3ccccc3)c2c1=O (stereo not drawn) | -1 |
| Cc1ccccc1C(=O)NNC(=O)c1ccc(F)cc1 | 9 |

Given as labelled records: entries from further up.
CCNc1ncnc2c1cnn2C1CCCO1 (stereo not drawn)
  RXFP1 antagonist = 8
CCCCCC(=O)N1C[C@H](O)[C@@H](n2cc(-c3ccc(F)cc3)nn2)C[C@@H]1c1ccc(C)cc1
  RXFP1 antagonist = 4

With a hit mark in RXFP1 antagonist, among the entries above:
| molecule | RXFP1 antagonist |
| --- | --- |
| O=C(CSc1n[nH]c(=O)n1C1CC1)Nc1ccc(F)c(Cl)c1 | -78* |

Following part:
| molecule | RXFP1 antagonist |
| --- | --- |
| O=C(COC(=O)CNC(=O)C1CCCCC1)NCc1ccc(Cl)cc1 | -5 |
| O=C1C2CCCCN2C(=O)N1CCCCN1CCN(c2cccc(C(F)(F)F)c2)CC1 (stereo not drawn) | -10 |
| CC1Cc2ccccc2N1C(=O)Cn1cc([N+](=O)[O-])ccc1=O (stereo not drawn) | -22 |
| COC(=O)/C=C\C(C#N)(C#N)N=Cc1ccc(OC)cc1 | 2 |
| O=C(Cc1cccc([N+](=O)[O-])c1)Nc1ccccc1 | 5 |
| O=C(OCC(=O)N1CCNC1=O)c1ccccc1Cl | 5 |
| Cc1c(NC(=O)c2cccc(S(=O)(=O)N(C)c3ccccc3)c2)c(=O)n(-c2ccccc2)n1C | -8 |
| COc1cccc(/C=C/C(=O)OCC(=O)NC2CCCC2)c1 | 5 |
| O=C(Cc1cccc2ccccc12)NCC(=O)N1CCN(CC(=O)Nc2ccc(F)cc2)CC1 | 9 |
| CCCCC1(CC)SCC(=O)NC1=O (stereo not drawn) | -3 |
| CN1CCC(OC2c3ccccc3CCc3ccccc32)CC1 | -5 |
| O=C(Nc1c(F)cccc1F)C(c1ccccc1)c1ccccc1 | -13 |
| O=C1OC(Cc2ccccc2)(c2ccccc2)c2ccccc21 (stereo not drawn) | 1 |
| O=C(CSc1ccc2nnc(-c3cccnc3)n2n1)Nc1ccccc1F | 6 |
| O=S1(=O)CCN(C2CCCC2)CC1 | 10 |
| Nc1ccc2c3c(cccc13)-c1ccccc1-2 | 5 |
| Cc1cc(-c2ccc(Br)cc2)n2nc(C)cc2n1 | -1 |
| O=C(COC(=O)/C=C/c1ccccc1)NC1CCCC1 | 20 |
| Cc1ccccc1NC(=O)c1ccccc1N(C)S(=O)(=O)c1ccccc1 | 0 |
| CCOC(=O)C(=Cc1ccc2c(c1)OCO2)c1ccccc1 | ? |
| Cc1cc(CSc2ccc(Cl)cc2)ccc1N | -9 |
| O=C(O)Cn1cnnn1 | 3 |
| CC(=O)Oc1ccc2c(c1)C(=O)CCCCCC(=O)O2 | 3 |
| COc1ccc(CCN2C(=O)C=CC2=O)cc1OC | ? |

Some values from above:
Result of `Cc1ccccc1NC(=O)c1ccccc1N(C)S(=O)(=O)c1ccccc1` in RXFP1 antagonist: 0
Result of `Cc1cc(CSc2ccc(Cl)cc2)ccc1N` in RXFP1 antagonist: -9

(listing goes on)
| molecule | RXFP1 antagonist |
| --- | --- |
| CCC(C)NC(=O)c1ccc(N2CC3CC(C2)c2cccc(=O)n2C3)c(NC(=O)c2c(F)cccc2F)c1 (stereo not drawn) | -2 |
| CSc1nc(S(=O)(=O)c2ccc(C)cc2)c(N2CCOCC2)s1 | 5 |
| Cc1cc(S(=O)(=O)Nc2nc(CN3CCOCC3)nc3sc4c(c23)CCC4)ccc1F | -7 |
| C[C@H]1O[C@H](O[C@H]2[C@H](O)[C@@H](O)[C@@H](O[C@H]3[C@H](O)[C@@H](O)[C@H](O)O[C@@H]3CO)O[C@@H]2CO)[C@H](O)[C@@H](O)[C@@H]1N[C@H]1C=C(CO)[C@@H](O)[C@H](O)[C@H]1O | -5 |
| COc1ccc(C(=O)Nc2ccc3c(c2)OCO3)cc1S(=O)(=O)N1CCOCC1 | 2 |
| Cc1cc(Cl)ccc1OC(C)C(=O)Nc1ccc(S(=O)(=O)N2CCOCC2)cc1 (stereo not drawn) | 1 |
| O=C(Nc1nnc(-c2ccco2)o1)c1ccc(S(=O)(=O)N2CCCCC2)cc1 | -2 |
| COc1cccc(S(=O)(=O)N(C)C[C@H]2Oc3ncc(Br)cc3C(=O)N([C@@H](C)CO)C[C@@H]2C)c1 | -1 |
| OCc1ccccc1CN1CCCCCC1 | -5 |
| O=c1cc(-c2ccccc2)oc2ccc(Cl)cc12 | -13 |
| Nc1nc(N=Nc2ccc(O)cc2)cc(=O)[nH]1 | 1 |
| CCOC(=O)N(C)C[C@H]1OCc2cnnn2CCCC(=O)N([C@H](C)CO)C[C@H]1C | 5 |
| COc1ccc(C(C#N)=C2C=C(Cl)C(=NO)C=C2Cl)cc1 | -12 |
| CCOP(=O)(OCC)c1nc(-c2ccc(C)cc2)oc1N1CCOCC1 | -10 |
| CC(=O)NC1CCC(OC(=O)Nc2ccccc2)CC1 (stereo not drawn) | -5 |
| O=C(CCNC(=O)c1ccccc1Cl)Nc1ccc(S(=O)(=O)N2CCOCC2)cc1 | -7 |
| COCCNc1oc(/C=C/c2cccc(OC)c2)nc1S(=O)(=O)c1ccccc1 | -2 |
| COc1ccc(CCN2CC(C(=O)OCc3ccccc3Cl)CC2=O)cc1OC (stereo not drawn) | -6 |
| Cn1c(=S)c2[nH]c(SCCN)nc2n(C)c1=O | -29 |
| Cc1cc(C)cc(N(CCC#N)C(=O)COC(=O)Cn2[nH]c(=O)c3ccccc3c2=O)c1 | -3 |
| Cc1nc2ccc(Cl)cc2n1C | 0 |
| O=C(CCC1CCCN(C(=O)c2cc(F)ccc2F)C1)N1CCN(c2ccccn2)CC1 (stereo not drawn) | 8 |
| CCN(CC(=O)NCc1ccc(Cl)cc1)C(=O)c1sccc1C | 1 |
| O=c1onc(-c2ccccc2Cl)n1-c1ccccc1Cl | -26 |
| Cc1cc(Br)ccc1NC(=O)CSCc1c(C)noc1C | 3 |
| C[C@H]1CN([C@@H](C)CO)C(=O)CCCn2nncc2CO[C@H]1CN(C)S(=O)(=O)c1ccc(Oc2ccccc2)cc1 | -6 |
| COc1ccccc1NS(=O)(=O)c1cc(C(=O)NCCCN2CCCC2=O)ccc1C | -6 |
| Cc1c(Cl)cccc1Nc1n[nH]c(=S)s1 | -15 |
| CC1CCN(C(=O)COC(=O)c2ccccc2C(=O)c2ccccc2)CC1 | -2 |
| O=C(Nc1ccc2c(c1)Cc1ccccc1-2)c1ccccc1F | -8 |
| CCN(C(=O)CSc1nnnn1-c1ccc(OC)cc1)C1CCS(=O)(=O)C1 (stereo not drawn) | 1 |
| CC(=O)Nc1ccc2c(c1)-c1ccc(F)cc1C2=O | 0 |
| CCCc1cc(=O)[nH]c(SCC(=O)Nc2cc(S(=O)(=O)N3CCCCC3)ccc2Cl)n1 | -2 |
| CC(C)[C@H](NC(=O)c1ccco1)C(=O)Nc1ccc(N2CCCCCC2)cc1 | 2 |
| CC1CC(=O)N(CCc2ccccc2)C(=O)C1 | 1 |
| O=S(=O)(NCc1cc(-c2ccc(Cl)cc2)no1)c1ccc(Cl)cc1 | -2 |
| CC(=O)c1cccc(NC(=O)C(C)Sc2nnc3ccccn23)c1 (stereo not drawn) | 7 |
| O=C(OCC(=O)N1CCOCC1)c1cncc(Br)c1 | 4 |
| CCN1CCN(CCNC(=O)c2ccc3c(c2)NC(=O)/C(=C\c2cccc(Cl)c2)S3)CC1 | -4 |
| COc1ccccc1CNC(=O)CCNS(=O)(=O)/C=C/c1ccc(C)cc1 | 6 |
| O=C(CSc1nnnn1-c1ccccc1)NCCCN1CCCC1=O | -17 |
| N#Cc1nc2ccccc2n1OCc1ccccc1 | 10 |
| N#Cc1ccc(NC(=O)COC(=O)c2cccc(S(=O)(=O)N3CCCC3)c2)cc1 | 5 |
| Cc1ccccc1OCC(=O)OCC(=O)NC1CCCC1 | 8 |
| Cc1ccc(-c2nnn(CC(=O)N(c3ccccc3)C(C(=O)NCC3CCCO3)c3ccc(Cl)cc3)n2)cc1 (stereo not drawn) | -2 |
| Cc1ccc(S(=O)(=O)N(C)C[C@H]2OCc3cn(nn3)CCCC(=O)N([C@H](C)CO)C[C@@H]2C)cc1 | 7 |
| S=c1[nH]cc2cnccn12 | 1 |
| O=C(CCl)N(O)c1ccc(C=Cc2ccccc2)cc1 | -25 |
| COC(=O)N(C)C[C@@H]1OCc2ccccc2-c2c(n(C)c3ccccc23)C(=O)N([C@H](C)CO)C[C@@H]1C | 14 |
| COc1ccc(OC)c(C(=O)c2ccc([N+](=O)[O-])cc2)c1 | 2 |
| COc1cc(OC)cc(C(=O)OCC(=O)Nc2nnc(-c3ccccc3)o2)c1 | -2 |
| COc1ccc(-n2cnnc2SCC(=O)NC2CCCCC2)cc1 | 3 |
| C[C@H](O)[C@@H]1C(=O)N2CCc3ccc(N4CCN(C)CC4)cc3[C@@H]2C[C@@H]1N(C)C(=O)c1ccco1 | 2 |
| O=C(c1ccc(F)cc1)c1ccc(OCC(=O)N2CCOCC2)cc1 | -3 |
| O=C(COC(=O)C1=Cc2ccccc2OC1)NCc1ccc(F)cc1 | -12 |
| Cc1ccc(NC(=O)c2ccc3c(c2)CCN3S(C)(=O)=O)cc1 | 1 |
| CCn1c(NCc2c[nH]c3ccccc23)nc2ccccc21 | 1 |
| Cc1ccc(C(=O)NCC(c2ccc(F)cc2)N2CCOCC2)s1 (stereo not drawn) | -9 |
| Cc1ncnc(N)c1CCCNc1ccccc1 | 5 |
| COCC(=O)OC1CCn2c1nc1c2C(=O)C(C)=C(NC(C)=O)C1=O (stereo not drawn) | 18 |

Next part.
| molecule | RXFP1 antagonist |
| --- | --- |
| C[C@H]1CN([C@@H](C)CO)S(=O)(=O)c2ccc(Br)cc2O[C@H]1CN(C)C(=O)Cc1ccccn1 | 11 |
| O=C(O)C(c1ccccc1)C(O)c1ccc2c(c1)OCO2 (stereo not drawn) | -4 |
| CC(=O)Nc1ccc(S(=O)(=O)N(CC(=O)NCC2CCCO2)Cc2ccccc2Cl)cc1 (stereo not drawn) | 1 |
| Cc1cccc(C)c1NC(=O)CSc1n[nH]c(=O)n1C1CC1 | 6 |
| Cc1ccnc(SCCn2c(N(C)Cc3ccccc3)nc3c2c(=O)n(C)c(=O)n3C)n1 | -2 |
| Cc1ccc(NC(=O)C(C)OC(=O)CSc2ccccc2)cc1 (stereo not drawn) | -24 |
| O=C1Cc2cc(Cl)ccc2N1 | 15 |
| [O-]/[N+](=N\Nc1ccc(Cl)cc1)c1ccccc1 | 12 |
| COc1ccc(C(=O)NC2=NCCS2)cc1S(=O)(=O)N1CCOCC1 | 10 |
| CCCCCC(=O)N1C[C@@H](O)[C@H](n2cc(COC(=O)c3ccccc3)nn2)C[C@@H]1c1ccc(OC)cc1 | -10 |
| COc1cc(/C=N/NC(=O)c2cccc(C)c2)ccc1OCC(=O)Nc1ccccc1 | 14 |
| Cn1ccc(=O)c2cc([N+](=O)[O-])ccc21 | -3 |
| CCN(CC(=O)Nc1c(F)cccc1F)C(=O)c1ccc(=O)n(C)n1 | -3 |
| CCOc1ccccc1NC(=O)COC(=O)C1CCC1 | 7 |
| COc1cc([N+](=O)[O-])c(C)cc1NC(=O)c1ccc(OC)c(OC)c1 | 8 |
| O=C(NCC1COc2ccccc2O1)C1CCN(S(=O)(=O)c2ccccc2)CC1 (stereo not drawn) | -4 |
| C=CCSc1nnc(NC(=O)c2ccc3c(c2)OCCO3)s1 | -3 |
| CCc1ccc2c(c1)Sc1ccccc1CC2N1CCN(C)CC1 (stereo not drawn) | ? |
| COc1ccc(Cl)cc1NC(=S)NC(=O)c1ccc2c(c1)OCO2 | -16 |
| CCCCNc1ncnc2[nH]ncc12 | -9 |
| C=CCc1ccc(OCCOc2cccc(/C=N/n3cnnc3)c2)c(OC)c1 | -6 |
| N#CCCN(C(=O)COC(=O)c1ccc(S(=O)(=O)N2CCOCC2)cc1)c1ccccc1 | -20 |
| CN(C)C(CNS(=O)(=O)c1ccc(Cl)cc1F)c1ccco1 (stereo not drawn) | -1 |

Screens from PubChem BioAssay.
